Screening data deposited in PubChem by several laboratories.
Autophagy HCS – autophagy modulators in MEF cells, primary screen, imaging, high-content, MEF GFP-LC3 | MEF GFP-LC3 puncta imaging; test concentration mostly 10 µM | calls only at 10 µM (by protocol) | actives 0.98% (n = 190,000);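 active means percentage of spot-positive cells more than 3 SD above its plate mean, without a fluorescence outlier flag or 80% toxicity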;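 further: spot-positive cell cutoff set from DMSO-treated cells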
MT stabilizer – microtubule stabilizers in HeLa cells, primary screen, imaging, high-content imaging; HeLa tubulin immunostaining HCS, 24 h; share of cells brighter than vehicle mean+2SD; % tubulin-high responders, % at 10 µM; actives 0.83% (n = 200,000);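 active means plate Z-score above 3 for both tubulin-high and condensed-nucleus cell shares, with cell loss under 80%, at 10 µM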;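 further: anti alpha tubulin signal scored within the nucleus-defined area of each cell; some results filed as inactive read as strong as hits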
NOD2 inhibition – NOD2 signaling inhibitors, cell-based, luminescence, uHTS, HEK293 (AID 1566). one-dose inhibition, % at 4 µM; EC50 in µM for titrated hits. HEK293 NOD2/NF-kB luciferase reporter, luminescence; higher % means a stronger effect. actives 0.63% (n = 290,000); in the data active means inhibition above about 50%; further: many of its hits are not listed in these tables
bCat nuc transl – modulators of beta-catenin nuclear translocation, primary screen, imaging, HeLa cells, immunofluorescence, high-content | nuclear translocation activity, % at 5 µM | actives 0.3% (n = 190,000);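 active means nuclear translocation activity above 50% at 5 µM, with a well cell count of 50 or more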;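 further: per-cell ratio of nuclear to cytoplasmic median beta-catenin stain intensity; plate controls were DMSO negative control for no effect and GSK-3 inhibitor IX positive control for full effect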
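Test system: HeLa cells, endogenous beta-catenin; Compound: single 5 µM dose plus 0.02–20 µM confirmation series; Times: compound exposure 24 h at 37°C; Signal: fluorescence imaging of beta-catenin antibody stain plus DAPI; Read-out: % activation, nuclear-to-cytoplasmic median beta-catenin signal ratio per cell.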
Dynein transport – inhibitors of GR-EGFP nuclear translocation, primary screen, dynein cargo transport inhibitor project, imaging, high-content, 3617.4 mouse cells. z-score, hits read low. test concentration mostly 20 µM; stimulated with dexamethasone, 1 µM; stronger effect = lower value. AID 1381, 2008. actives 0.47% (n = 220,000);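 active means plate z-score of nuclear minus cytoplasmic receptor signal below a set negative limit, without overly bright fluorescence or cell loss, cut at about -3.5 in these data, passing the limit was not always enough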;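 further: z-score of nuclear minus cytoplasmic ring GR-EGFP intensity difference per well; some compounds called inactive have numbers as strong as hits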
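Also added: dexamethasone, 1.0 µM final. Medium: tet-free, stripped-serum medium. Detection: fixed, Hoechst-stained cells imaged at 10x for EGFP. Read-out: nuclear-to-cytoplasmic GR-EGFP distribution per well. Times: induction 48 h, compound 1 h, agonist 30 min.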
Hep lipid drop – inhibitors of hepatocyte lipid droplet formation, primary screen, imaging, high-throughput imaging, BODIPY stain | actives 0.4% (n = 240,000) | inhibition, % at 6.5 µM | AML12 mouse hepatocytes, oleate lipid droplets | AID 1656, 2009;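 active means lipid droplet intensity inhibited by at least 50%, with more than 500 cells counted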
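Test system: AML12 mouse liver cells; schedule: overnight exposure; technique: high-content imaging of BODIPY-stained droplets and DAPI nuclei; read-out: % inhibition of corrected integrated BODIPY droplet signal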
WT yeast gro inh – growth inhibition of WT strain, primary screen, mitochondrial fusion inhibitor project, WT and mutant strains, chemical genetic. AID 1362, 2008. inhibition, % at 10 µM. actives 2.1% (n = 190,000). mitochondrial fusion phenotypic screen; in the data active means inhibition above about 58%; tested in S. cerevisiae
Insulin prom up – insulin promoter activators in MIN6 cells, imaging, high-content screening, mouse beta cells; z-score at 5 µM; MIN6 insulin promoter-GFP reporter; stronger effect = higher value; actives 0.3% (n = 190,000);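 active means z-score above 3 at 5 µM with at least 500 cells counted in the well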
Yfh1-depleted yeast – enhancers of respiration in Yfh1-depleted yeast, dose response, Friedreich's ataxia, plus single-dose screen (AID 1465). S. cerevisiae Yfh1-off respiration, WST-1 reduction, 72 h; higher fold induction means a stronger effect. fold induction at 50 µM; hits with a dose series show EC50 in µM. actives 0.074% (n = 220,000);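 active means fold induction of absorbance versus untreated yeast above a set limit, then at least 30% activation at any dose in follow-up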;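 further: activators that raise dye reduction in frataxin-depleted yeast; strong numbers were not always called active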
WT yeast gro inh mutant strain – also measured in WT yeast gro inh; calls as there; inhibition, %; mitochondrial fusion phenotypic screen, mutant strain inhibition
Dynein transport cytoplasmic EGFP – also measured in Dynein transport; calls as there; z-score; measured here: cytoplasmic GR-EGFP intensity; stronger effect = higher value
Dynein transport nuclear GR-EGFP – further read-out of Dynein transport, marked with its call; z-score; measured here: nuclear GR-EGFP intensity;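 lower value marks the stronger effect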
Dynein transport cell count – further read-out of Dynein transport, marked with its call; z-score; measured here: cell count per field
Insulin prom up cell count – second read-out of Insulin prom up, no call of its own (marks repeat the call); cell count; measured here: cytotoxicity, nuclei count;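 total cells summed across four imaged fields per well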
Hep lipid drop cells 6.5 µM – second read-out of Hep lipid drop, no call of its own (marks repeat the call); cell count; measured here: cell count, cytotoxicity flag;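 cells counted across two imaged fields per well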
bCat nuc transl cell count 5 µM – further read-out of bCat nuc transl, marked with its call; cell count; measured here: cell count, cytotoxicity flag
MT stabilizer Hoechst-high % – recorded beside MT stabilizer, whose call it bears; % Hoechst-high responders; measured here: nuclear condensation Hoechst responders;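 share of cells brighter than vehicle mean plus two SD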
MT stabilizer cytotoxicity % – second read-out of MT stabilizer, no call of its own (marks repeat the call); toxicity, %; measured here: cytotoxicity by cell density;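 0% = mean cell density of plate MIN control wells and 100% = no cells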
Autophagy HCS cell loss 18 h – recorded beside Autophagy HCS, whose call it bears; toxicity, %; measured here: cell loss, nuclei count;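 cell loss after 18 h compound exposure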
* hit, by the source's call; i = inactive; / = not tested or not shown; + = active, no number. Not all compounds are listed; rates above refer to the full screens.

SMILES | Autophagy HCS | Autophagy HCS cell loss 18 h | MT stabilizer | MT stabilizer Hoechst-high % | MT stabilizer cytotoxicity % | NOD2 inhibition | bCat nuc transl | bCat nuc transl cell count 5 µM | Dynein transport | Dynein transport cytoplasmic EGFP | Dynein transport nuclear GR-EGFP | Dynein transport cell count | Hep lipid drop | Hep lipid drop cells 6.5 µM | WT yeast gro inh | WT yeast gro inh mutant strain | Insulin prom up | Insulin prom up cell count | Yfh1-depleted yeast
Cc1ccc(NS(=O)(=O)c2ccc3c(c2)c(=O)n(C)c(=O)n3C)cc1F | i | -6 | 0.8 | 1.1 | 6.6 | 11% | / | / | 0.076 | 0.087 | 0.38 | -0.43 | 1 | 734 | -1 | 17 | -1.3 | 921 | i
O=C(N/N=C/c1ccc(OCc2ccc(F)cc2)cc1)c1ccccc1 | i | -7 | 4.3 | 4.4 | 4.8 | -13% | -0.4 | 1135 | 1.4 | -0.14 | 0.67 | -0.29 | -3 | 678 | 0 | -40 | -0.2 | 1234 | i
Cc1oc(-c2cccc(Cl)c2)nc1CN(C)C1CCOC1 (stereo not drawn) | i | -2 | 3.4 | 1.8 | 8.2 | -9% | 0.3 | 1609 | -0.039 | -0.26 | 0.11 | -0.48 | 4 | 702 | 3 | -15 | 0.67 | 1736 | i
OC(COc1cccc2ccccc12)CN1CCCC1 (stereo not drawn) | i | 0 | 2.4 | 1.7 | 5.0 | 9% | -2.1 | 1470 | -0.5 | -0.18 | 0.012 | -0.58 | / | / | 6 | 12 | -0.57 | 1338 | i
NC(=S)NCc1cccnc1 | i | 10 | 2.3 | 2.2 | 6.1 | 6% | -0.5 | 1123 | 1.4 | -0.14 | 0.66 | -1.4 | -2 | 677 | -16 | -16 | -1.5 | 1369 | i
O=C(COC(=O)c1cc([N+](=O)[O-])ccc1NCCO)Nc1ccc2c(c1)OCO2 | i | 10 | 4.4 | 2.0 | 3.7 | 9% | 0.4 | 1475 | -0.3 | -0.081 | 0.047 | 0.37 | 4 | 740 | 5 | 10 | 0.28 | 1334 | i
CC(C)OC(=O)c1cc(NC(=O)c2nn(C)cc2Br)cc(C(=O)OC(C)C)c1 | i | 5 | 3.7 | 3.0 | 0.6 | 10% | -2.1 | 563 | -0.69 | -0.11 | 0.2 | 0.14 | 42 | 647 | -22 | -6 | 0.09 | 1263 | i
CCN(CC)CCN(Cc1cc2ccc(C)cc2[nH]c1=O)C(=O)Nc1ccc(Cl)cc1 | i | 4 | 3.9 | 3.5 | 6.7 | 11% | -0.3 | 1500 | -0.41 | -0.039 | -0.0015 | -0.38 | -15 | 602 | 3 | -3 | -0.94 | 1491 | i
Cc1ccc(C(=O)N2NC(c3ccc(F)cc3)C3C(=O)N(c4ccc(C)cc4)C(=O)C32)cc1 (stereo not drawn) | i | -48 | 2.6 | 2.9 | 3.5 | 13% | -2.8 | 597 | -0.99 | -0.18 | 0.39 | 0.3 | -2 | 758 | -9 | -12 | 0.19 | 1210 | /
CSCCC(NC(=O)c1ccccc1)C(=O)Nc1ccc(NC(C)=O)cc1 (stereo not drawn) | i | 0 | 1.4 | 1.4 | 4.4 | 3% | -0.4 | 997 | -0.27 | -0.16 | 0.5 | -0.91 | -1 | 614 | -8 | -13 | 0.51 | 1273 | i
O=C(Nc1nncs1)c1ccccc1Br | i | 16 | 2.4 | 1.2 | 1.0 | 9% | -3.9 | 1211 | 0.05 | -0.28 | 0.52 | -0.18 | 1 | 836 | -12 | -3 | 0.93 | 1190 | i
Cc1ccc(C(=O)NNC(=O)CSc2nc(N)cc(N)n2)cc1 | i | -25 | 1.5 | 2.5 | 3.3 | 12% | 0.4 | 1109 | 0.0057 | -0.17 | 0.093 | -0.0011 | 2 | 692 | -2 | 2 | / | / | i
CC(C)[N+](C)(C)CC(O)CN(c1ccccc1)c1ccccc1 (stereo not drawn) | i | 0 | 2.5 | 2.9 | 5.1 | 2% | 0.7 | 1546 | 0.073 | -0.3 | 0.19 | 0.32 | 29 | 699 | -4 | -4 | 0.51 | 1713 | i
O=C(NC1CCCCC1)C1CCN(S(=O)(=O)c2cccc3nsnc23)CC1 | i | 10 | 0.6 | 2.0 | 8.0 | 8% | 0.0 | 1305 | 2.4 | -0.025 | 1.7 | -1.7 | / | / | 2 | -32 | -1.1 | 1630 | i
COc1ccc(N(CC(=O)NN=C2CCCC2)S(=O)(=O)c2ccccc2)cc1 | i | 14 | 1.3 | 1.4 | 3.7 | 13% | 0.9 | 1378 | 0.26 | -0.15 | 0.86 | 1.1 | / | / | -13 | -26 | 0.19 | 1605 | i
Cc1ccc(NC(=O)CCSCCc2ccccn2)cc1 | i | 4 | 5.0 | 1.5 | 4.6 | 2% | -0.1 | 1082 | -0.87 | -0.29 | -0.54 | 1 | 9 | 708 | 5 | 3 | -0.28 | 1150 | i
Cc1csc(NC(=O)CSc2nnc(C)s2)n1 | i | 0 | 4.7 | 2.0 | 2.7 | 4% | -4.4 | 896 | -1.2 | -0.16 | -0.21 | -0.12 | / | / | 11 | -8 | 0.02 | 1002 | i
CCOC(=O)c1c2c([nH]c(=S)c1C#N)CCCC2 | / | / | / | / | / | 10% | 1.0 | 1353 | -0.53 | -0.26 | -0.66 | 0.68 | -6 | 676 | / | / | 0.08 | 1169 | i
Cn1c(=O)c2c(SCC(=O)N3CCOCC3)nc(C3CCCCC3)nc2n(C)c1=O | i | -2 | 4.5 | 1.6 | 8.5 | 12% | 2.7 | 977 | -0.099 | -0.34 | 0.14 | 1.1 | 8 | 689 | -4 | -26 | -1.2 | 1487 | i
CCCC1CC(CSC(=N)N)OC1=O (stereo not drawn) | i | -4 | 2.0 | 1.0 | 2.9 | 8% | / | / | -1.2 | 0.042 | -0.44 | 0.69 | 13 | 835 | -14 | -17 | 0.04 | 992 | i
Cc1ccsc1C1C(C#N)=C(N)OC2=C1C(=O)CC(C)(C)C2 (stereo not drawn) | i | -6 | 1.7 | 1.6 | 11 | 2% | -0.2 | 1069 | 0.88 | -0.23 | 0.59 | 0.16 | 4 | 692 | 13 | -2 | 0.43 | 1329 | i
CC1(C)CC(=O)C(/C=N/c2ncccc2C(=O)O)=C(O)C1 | i | 4 | 1.1 | 1.6 | 12 | 6% | / | / | -0.92 | -0.16 | -0.51 | 1.4 | / | / | 8 | 0 | 0.98 | 864 | i
CCOc1ccc(N2C(=O)C3=C(C(c4ccc(Cl)cc4)=NCCN3)C2c2cccnc2)cc1 (stereo not drawn) | i | 11 | 2.5 | 2.0 | 2.0 | 3% | 0.4 | 1056 | 1.4 | -0.21 | 1.7 | -3 | -7 | 727 | 12 | 5 | -0.19 | 1318 | i
CN(c1ccccc1)S(=O)(=O)c1cc(C(=O)c2nccn2C)ccc1Cl | i | 0 | 4.9 | 3.0 | 9.9 | 11% | 2.2 | 604 | -0.29 | -0.27 | 0.061 | 0.14 | / | / | 1 | 13 | -0.85 | 1021 | i
COc1ccc(CN(CC(=O)NC2CCCC2)C(=O)c2onc(C(N)=O)c2N)cc1 | i | 5 | 5.4 | 4.1 | 9.0 | 1% | -1.8 | 1183 | -0.96 | -0.35 | -0.49 | 1 | / | / | 6 | 2 | 0.57 | 920 | i
CCN1CCN(c2ncc(C(=O)Nc3cc(Cl)ccc3OC)c3ccccc23)CC1 | + | -9.5* | 11 | 0.6 | 18 | 14% | / | / | 2.2 | -0.0094 | 2.4 | -0.51 | 24 | 675 | 13 | 19 | -0.08 | 1176 | /
CCCc1ccc(C(C)NC(=O)c2cnccn2)cc1 (stereo not drawn) | i | 7 | 1.8 | 0.6 | 27 | 8% | -0.2 | 1046 | -0.057 | 1 | 0.54 | -0.36 | -3 | 703 | 8 | 9 | -0.27 | 964 | i
CCc1ccc(OCCCC(=O)NCc2ccco2)cc1 | i | 17 | 3.1 | 1.7 | 9.9 | 8% | 2.1 | 910 | -0.56 | -0.29 | 0.074 | 0.29 | 2 | 745 | -5 | -15 | 0.15 | 1372 | i
COc1ccc(Oc2c(C=O)c3ccccc3n2C)cc1 | i | -28 | 2.2 | 1.7 | 5.1 | 34% | / | / | -0.71 | -0.23 | 0.02 | 0.94 | / | / | -8 | 30 | / | / | i
COc1ccc(-c2ccc(CCC(=O)O)n2NC(=O)c2cccs2)cc1 | i | 10 | 3.6 | 3.4 | 2.6 | -3% | 2.0 | 975 | -0.61 | -0.24 | -0.47 | 0.98 | 12 | 749 | -12 | 10 | / | / | i
O=C(Cc1ccccc1)NN1C(=O)C2C(C1=O)C1C=CC2C12CC2 (stereo not drawn) | i | 2 | 2.2 | 1.8 | 4.5 | 11% | / | / | 0.058 | -0.26 | 0.17 | 0.035 | 5 | 712 | -12 | 18 | -0.71 | 1349 | i
